Assay outcomes deposited in PubChem BioAssay by National Center for Advancing Translational Sciences (NCATS).
DRD3 antagonist – antagonists of human D3 dopamine receptor. P35462. D3R cells, DiscoveRx beta-arrestin luminescence, antagonist mode; stronger effect = lower value. max response, negative = inhibition, %. actives 2.5% (n = 360,000); in the data active = max response below about -50%; inconclusive = no clear call, values can overlap the other calls; also: % is scaled to controls: 0 for no effect and ±100 for the full control effect; mostly tested at two doses, the higher about 12 µM
Target sequence (P35462 whole entry, looked up): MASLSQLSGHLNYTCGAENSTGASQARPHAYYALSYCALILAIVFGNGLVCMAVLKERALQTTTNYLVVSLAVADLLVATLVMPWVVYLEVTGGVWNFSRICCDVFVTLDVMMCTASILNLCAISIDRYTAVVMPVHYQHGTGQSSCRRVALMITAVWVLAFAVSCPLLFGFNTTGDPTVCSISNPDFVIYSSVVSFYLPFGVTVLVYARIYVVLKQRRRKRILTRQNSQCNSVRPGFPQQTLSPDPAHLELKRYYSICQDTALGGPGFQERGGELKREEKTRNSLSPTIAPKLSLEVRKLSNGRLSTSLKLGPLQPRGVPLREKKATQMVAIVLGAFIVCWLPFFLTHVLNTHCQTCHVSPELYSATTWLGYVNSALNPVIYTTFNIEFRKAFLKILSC
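Cells expressing the human receptor were seeded at 1500 cells/well, incubated overnight at 37 degrees C in 5% CO2, then exposed to library compounds with dopamine controls for 90 minutes at 37 degrees C before luminescent detection.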
GLP1R cytotox – cytotoxicity in counter-screen for GLP-1R inverse agonists; actives 0.13% (n = 410,000); AID 624418; HEK293 cAMP-luciferase reporter cells, luminescence, 24 h; Potency, µM (titrated, usually from 38.3 µM), for inactives: at the top dose activity change, negative = inhibition, actives largely listed as inhibitors;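 also: loss of luciferase light is scored as toxicity; potency is read from the fitted curve at half-maximal effect; % is scaled to controls: 0 for no effect and ±100 for the full control effect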
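A 23 nL compound transfer followed 12 hours of cell culture at 37 deg C; exposure then lasted 24 hr. Luciferase assay detection reagent was dispensed and plates read for luminescence after a 12 min room-temperature wait.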
KB-V1 MDR tox – KB-V1 MDR subline cytotoxicity; KB-V1 MDR cells viability, CellTiter-Glo, 72 h; Potency, µM (series often up to 46.1 µM), without a hit: at the top dose activity change, negative = cytotoxicity, hits mostly cytotoxic; actives 3.4% (n = 400,000); AID 1347076; also: potency is read from the fitted curve at half-maximal effect; % is scaled to controls: 0 for no effect and ±100 for the full control effect; nearly all actives have a fitted effect of over 60% in size
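In this primary screen, KB-V1 cells overexpressing P-gp are incubated with library compounds (lowest to highest concentration) for 72 h at 37 degrees C before a luminescent ATP viability read.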
GLP-1R agonist – agonists of human GLP-1 receptor. HEK293 GLP-1R CRE-luciferase, luminescence, 4-6 h; cells express a hypersensitive GLP-1R form. P43220. actives 0.007% (n = 380,000). Potency, µM (series often up to 45.6 µM), for the others: top-dose activation, actives largely listed as activators; also: potency is read from the fitted curve at half-maximal effect; % of control where 0% means no effect
TDP43 rescue – inhibitors of TDP-43 toxicity in yeast; AID 652104; Potency, µM (titrated, usually from 46.1 µM), for the others: at the highest dose growth rescue (activation), usual class: activators; actives 1.8% (n = 410,000); TDP-43 expressing yeast growth rescue, BacTiter-Glo, 24 h; also: potency is read from the fitted curve at half-maximal effect; % of control where 0% means no effect; nearly all actives have a fitted effect of over 50% in size
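Readout is BacTiter-Glo luminescence of cell growth, so inhibitors register as activators. TDP-43-expressing yeast at OD600=0.02 in galactose medium, after raffinose pregrowth to mid-log, were incubated with compound for 24 hr at 30 deg C.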
PTHR1 agonist – activates the human parathyroid hormone receptor PTHR1; Q03431; Potency, µM (doses to about 115 µM), for inactives: top-dose activation, hits mostly activators; actives 0.075% (n = 410,000); HEK293 GP2 PTHR1 cells, GloSensor cAMP luminescence, 1 h; AID 743266; also: potency is read from the fitted curve at half-maximal effect; nearly all actives have a fitted effect of over 55% in size; some results filed as inactive show a strong effect at the top dose; inactives centre near -15; many of its hits are not listed in these tables
Target sequence (Q03431 whole entry, looked up): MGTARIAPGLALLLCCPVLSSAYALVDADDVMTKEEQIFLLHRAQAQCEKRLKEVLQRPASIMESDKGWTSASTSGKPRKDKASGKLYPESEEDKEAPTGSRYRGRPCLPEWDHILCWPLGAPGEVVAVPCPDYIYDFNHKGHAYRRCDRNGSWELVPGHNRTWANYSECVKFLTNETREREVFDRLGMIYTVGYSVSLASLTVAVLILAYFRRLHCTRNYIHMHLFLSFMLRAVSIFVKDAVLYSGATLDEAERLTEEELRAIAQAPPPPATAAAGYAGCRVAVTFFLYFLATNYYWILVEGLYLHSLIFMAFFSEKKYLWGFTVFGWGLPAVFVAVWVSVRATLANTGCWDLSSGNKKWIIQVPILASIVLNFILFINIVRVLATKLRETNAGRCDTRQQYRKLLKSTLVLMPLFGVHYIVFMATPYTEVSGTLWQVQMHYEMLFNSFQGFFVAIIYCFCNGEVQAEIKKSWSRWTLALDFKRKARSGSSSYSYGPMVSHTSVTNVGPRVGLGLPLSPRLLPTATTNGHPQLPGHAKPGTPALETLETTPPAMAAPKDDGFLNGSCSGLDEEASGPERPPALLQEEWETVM
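HEK-293-derived GP2 cells expressing PTHR1 and a GloSensor cAMP reporter, 3,000/well, plated overnight, given luciferin plus IBMX (each 0.5 mM as added) for 1 h at 37 °C, then compound for 1 h at 37 °C. Luminescence was read after 15 min at room temperature.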
GLP-1R inv ag – acts as inverse agonist at human GLP-1 receptor; P43220; HEK293 GLP-1R CRE-luciferase, luminescence, 24 h; GLP-1R form is constitutively active; Potency, µM (series often up to 38.3 µM), for the others: at the highest dose activity change, negative = inhibition, hits mostly inhibitors; actives 1.6% (n = 410,000); AID 624417; also: potency is read from the fitted curve at half-maximal effect; % is scaled to controls: 0 for no effect and ±100 for the full control effect; nearly all actives have a fitted effect of over 55% in size
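Using stably transfected HEK293 (constitutively active GLP-1R, cAMP-luciferase reporter), compounds were incubated 24 hr and luciferase measured by luminescence.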
DRD3 agonist – activates the human D3 dopamine receptor | actives 0.58% (n = 410,000) | P35462 | D3R DiscoveRx beta-arrestin cells, luminescence, 90 min | max activation, %; in the data active = max activation above about 30%; also: 0% is about no effect; mostly tested at two doses, the higher about 12 µM
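Agonist mode: compounds and dopamine controls were applied to plated cells for 90 min at 37 degrees C after an overnight attachment at 1500 cells/well. Luminescent read-out followed 30 - 60 minutes at room temperature with DiscoveRx detection reagent.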
aSyn rescue – alpha-synuclein toxicity inhibition in yeast | Yeast expressing alpha-synuclein, growth rescue, BacTiter-Glo, 24 h | Potency, µM (top dose mostly 46.1 µM), without a hit: at the highest dose growth rescue (activation), most hits filed as activators | actives 0.14% (n = 370,000) | AID 652106; also: potency is read from the fitted curve at half-maximal effect; % of control where 0% means no effect; nearly all actives have a fitted effect of over 65% in size
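Readout is rescue of growth in alpha-synuclein-expressing yeast, so inhibitors of toxicity appear as activators. Growth after 24 hr at 30 deg C in galactose medium is quantified by luminescence.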
Active calls of the source: *; i = inactive; ? = inconclusive; . = no result given; [ ] = remark or other dose. Unless noted, calls follow the shape of the dose curve; as a rule, active = well fitted curve in the direction sought with a large enough effect; inconclusive = small, poorly fitted or top-dose-only effect, or another doubt; inactive = no such curve, though single readings can be large; an effect the other way counts as inactive or inconclusive. These rows are one share of the data, so the mix of outcomes need not match the whole.

SMILES | DRD3 antagonist | GLP1R cytotox | KB-V1 MDR tox | GLP-1R agonist | TDP43 rescue | PTHR1 agonist | GLP-1R inv ag | DRD3 agonist | aSyn rescue
O=C(c1cc(-c2ccccc2)on1)N1CCCCCC1 | ? | 8% | 0% | 8% | 3% | -3% | -20% | -13 | 6%
CCOC(=O)N/N=C/c1ccccc1F | 10 | -10% | 1% | 0% | 3% | -2% | -10% | 3 | 13%
CC(=O)Nc1cccc(NC(=O)CSc2nc(=O)n(Cc3ccncc3)c3c2CCC3)c1 | 16 | -3% | ? | 0% | -11% | -16% | 8% | 5 | 4%
O=C(NCc1ccccc1Cl)c1csc(COCCO)n1 | 22 | -3% | 5% | -3% | 21% | -28% | 10% | 5 | ?
Cc1occc1C(=O)NCc1ccccn1 | -20 | 14% | 14% | -6% | -4% | i | 13% | -11 | -2%
Cc1cc(C)n2nc(SCCOc3ccccc3F)nc2n1 | 5 | 5% | ? | 21% | ? | -4% | 120%[activator] | 7 | 1%
Cc1cc(Br)cc2cn[nH]c12 | 13 | -5% | 4% | 6% | ? | i | -2% | 1 | 10%
OCC1OC2C(NC(=S)N2c2ccccc2)C(O)C1O (stereo not given) | -15 | 1% | -2% | -3% | 10% | i | 8% | -1 | -5%
O=C1CSC(c2ccc(Cl)cc2Cl)N1c1ccccn1 (stereo not given) | 11 | 5% | 6% | 14% | 0% | i | -23% | 1 | 3%
COc1cc(NS(=O)(=O)c2ccc(NC(=O)c3ccc(Cl)cc3Cl)cc2)nc(OC)n1 | . | -4% | 28% | . | -6% | -16% | -24% | -2 | .
COc1ccccc1NC(=O)C12CCC(C)(C(=O)C1)C2(C)C (stereo not given) | 2 | 2% | 0% | 0% | 24% | -1% | -22% | 3 | 8%
CCOc1ccc(CCNC(=O)CCN2N=C(c3ccc(OC)cc3)CCC2=O)cc1OCC | . | -7% | . | . | 5% | -9% | 3% | 7 | .
Cc1ccc(-c2sc(-c3cccnc3)nc2CC(=O)O)cc1 | 7 | 10% | -1% | -1% | 7% | i | 4% | 2 | 10%
CCN(CC)S(=O)(=O)c1ccc(N2CCCC2)c(NC(=O)c2ccccc2OC)c1 | 12 | -5% | -3% | 21% | 18% | -5% | ? | -3 | 2%
O=C(Nc1cc(C(F)(F)F)ccc1N1CCOCC1)c1cncc(Br)c1 | 20 | 7% | ? | 8% | ? | -7%[57.5 µM] | 19% | 3 | 9%
CCCc1cc2c(=O)n(NC(=O)c3nn(C)cc3[N+](=O)[O-])c(C)nc2s1 | 0 | -12% | -4% | 4% | -21% | i | 16% | -9 | -5%
COc1ccc(/C=C2\SC(=O)N(CCNC(=O)Cn3cnnn3)C2=O)cc1 | 16 | 3% | -16% | -16% | 22% | i | 12% | -6 | -7%
CC(=O)Nc1ccc(NC(=O)CCCn2nc(C)c3sc4ccccc4c3c2=O)cc1 | . | 3% | -21% | . | 7% | -12% | 2% | -11 | .
O=C(c1cnc(-c2ccc(Cl)cc2)s1)c1ccc(Cl)cc1Cl | 7 | 1% | -29% | 1% | 9% | -63%[inhibitor][57.5 µM] | 6% | 0 | -1%
COc1cc(C=Nc2cccc([N+](=O)[O-])c2C)ccc1OC(C)=O | -4 | 12% | -13% | 16% | 10% | -8% | 18% | -7 | 0%
Cc1ccc(S(=O)(=O)N2[C@@H](c3ccc(Br)cc3)C(C(=O)O)=CC[C@H]2c2ccc(C(C)C)cc2)cc1 | ? | -21% | -2% | 8% | 17% | -43%[inhibitor] | ? | -12 | -34%[inhibitor]
C[C@@H]1CN([C@H](C)CO)C(=O)CCCn2nncc2CO[C@H]1CN(C)S(=O)(=O)c1ccc(Cl)cc1 | 0 | 6% | 14% | 14% | 14% | -21% | 14% | -3 | -3%
N#Cc1ccccc1COC(=O)c1cccc(S(=O)(=O)N2CCCC2)c1 | 14 | -5% | -18% | 22% | 19% | -20% | ? | 3 | 3%
CCC(NC(=O)Nc1cc(C)on1)(C(F)(F)F)C(F)(F)F | 5 | 6% | 0% | 1% | 6% | -8% | -3% | -15 | -5%
Cc1ccc(-c2nc(CN(C)C3CCOCC3)c(C)o2)s1 | -18 | 20% | 2% | 7% | 7% | i | -7% | -22 | -1%

One compound at a time, from the list above. Order of values: DRD3 antagonist, GLP1R cytotox, KB-V1 MDR tox, GLP-1R agonist, TDP43 rescue, PTHR1 agonist, GLP-1R inv ag, DRD3 agonist, aSyn rescue
`OCC1OC2C(NC(=S)N2c2ccccc2)C(O)C1O` (stereo not given) reads -15, 1%, -2%, -3%, 10%, i, 8%, -1, -5%
`Cc1ccc(S(=O)(=O)N2[C@@H](c3ccc(Br)cc3)C(C(=O)O)=CC[C@H]2c2ccc(C(C)C)cc2)cc1` reads ?, -21%, -2%, 8%, 17%, -43%[inhibitor], ?, -12, -34%[inhibitor]

(list continues)
SMILES | DRD3 antagonist | GLP1R cytotox | KB-V1 MDR tox | GLP-1R agonist | TDP43 rescue | PTHR1 agonist | GLP-1R inv ag | DRD3 agonist | aSyn rescue
Cc1oc(-c2ccccc2F)nc1CS(=O)CC(=O)NCc1ccc2c(c1)OCO2 (stereo not given) | 18 | -24% | -35% | -8% | 4% | -41% | -7% | 0 | 6%
C=CC[C@H](CC(=O)N(CCO)Cc1ccccc1)C(=O)N[C@H](COC(=O)[C@H](CC=C)CC(=O)OC(C)(C)C)Cc1ccccc1 | -23 | -13% | -16% | -5% | 7% | i | 18% | -2 | -9%
O=C(NCCc1nnc2ccc(N3CCCCCC3)nn12)c1ccccc1F | 1 | -16% | ? | 1% | 13% | -13% | 3% | 2 | 0%
O=C(NCc1ccco1)c1cc2c(s1)CSC2 | -12 | -9% | ? | -10% | -15% | -21%[57.5 µM] | 5% | -5 | 3%
COc1ccc2c(Sc3ccccc3)c(C(=O)NCCN(C)C)[nH]c2c1 | . | -17% | -16% | . | 5% | ? | ? | -15 | .
CCOCCCNC(=O)c1cc(Sc2ccc(C)cc2)nc2ccccc12 | -28 | 1% | ? | 9% | 19% | -30%[inhibitor] | 10µM* | 0 | 0%
CCOC(=O)c1c(-c2ccccc2)oc2ccc(NS(=O)(=O)c3ccccc3)cc12 | . | 2% | ? | . | 17% | -7% | ? | 17 | .
CCOC(=O)c1cc(C(=O)OCC)c2cc(Br)ccc2n1 | 31 | -5% | 8% | 16% | -6% | i | -8% | 2 | 3%
O=C(CCCNS(=O)(=O)c1cccc2nsnc12)NCCc1ccccc1 | 4 | 1% | -1% | -9% | 4% | -2% | 1% | -7 | -31%[inhibitor]
CCNC(=O)C1CCCN(Cc2ccc(C(=O)OCC)cc2)CC1 (stereo not given) | 0 | -9% | 4% | -3% | 13% | -25% | 14% | -8 | -6%
CCCCN1C(=O)c2[nH]nc(-c3ccccc3O)c2C1c1ccc(C(C)(C)C)cc1 (stereo not given) | . | -9% | ? | . | 17% | i | 5% | 9 | .
O=C(CSc1ncccn1)Nc1cccc2ccccc12 | -14 | 15% | 6% | 9% | 17% | -4% | 11% | -7 | 5%
CC(C)C[C@@H](CNCC(=O)[C@H](C)NC(=O)c1[nH]cnc1C(=O)N[C@@H](C)CN)NC(=O)c1nc[nH]c1C(=O)N[C@@H](CC(=O)O)C(=O)O | -12 | 1% | 12% | 5% | 9% | i | 3% | 32* | 9%
Cc1ccccc1C(=O)Nc1ccnn1C1CCN(Cc2ccc(CO)o2)CC1 | 8 | -7% | ? | -2% | -6% | i | 2% | -5 | 0%
O=C(NCC1CCCO1)c1ccc(OC2CCN(C(=O)C3CC3)CC2)cc1 (stereo not given) | 14 | -6% | -13% | -5% | -11% | i | 9% | -4 | -1%
Cc1ccc(NC(=O)CCC(=O)N/N=C/c2coc3ccccc3c2=O)cc1 | -1 | 9% | -3% | 0% | -2% | i | -14% | -2 | -2%
COCC(=O)Nc1ccccc1C(=O)Nc1ccc(OC)cc1 | 16 | 3% | ? | -1% | 9% | -8%[57.5 µM] | 0% | -3 | -6%
CCC(Oc1ccccc1)C(=O)Nc1ccccc1OC (stereo not given) | 1 | 1% | 2% | 2% | -6% | i | ? | 7 | -12%
Cc1ccc(S(=O)(=O)CC(=O)Nc2nnc(C(C)C)s2)cc1 | 0 | 21% | 18% | 6% | -4% | -11% | 0% | 2 | -1%
Cc1ccccc1NC(=O)c1ccc(OCc2c(C)noc2C)cc1 | 17 | -29% | ? | 1% | ? | i | -3% | 0 | -1%
c1ccc(Cc2cc[n+](Cc3ccccn3)cc2)cc1 | -27 | -3% | ? | 12% | -17%[1.82 µM] | i | 9% | -3 | 2%
O=C(O)Cn1c(C(F)(F)F)nc2ccccc21 | -21 | -26% | -2% | -7% | -19% | i | 0% | 7 | 3%

In a second layout: results already given.
SMILES	DRD3 antagonist	GLP1R cytotox	KB-V1 MDR tox	GLP-1R agonist	TDP43 rescue	PTHR1 agonist	GLP-1R inv ag	DRD3 agonist	aSyn rescue
O=C(c1cnc(-c2ccc(Cl)cc2)s1)c1ccc(Cl)cc1Cl	7	1%	-29%	1%	9%	-63%[inhibitor][57.5 µM]	6%	0	-1%
OCC1OC2C(NC(=S)N2c2ccccc2)C(O)C1O (stereo not given)	-15	1%	-2%	-3%	10%	i	8%	-1	-5%
COc1ccc2c(Sc3ccccc3)c(C(=O)NCCN(C)C)[nH]c2c1	.	-17%	-16%	.	5%	?	?	-15	.
CCCc1cc2c(=O)n(NC(=O)c3nn(C)cc3[N+](=O)[O-])c(C)nc2s1	0	-12%	-4%	4%	-21%	i	16%	-9	-5%
O=C(O)Cn1c(C(F)(F)F)nc2ccccc21	-21	-26%	-2%	-7%	-19%	i	0%	7	3%
Cc1cc(Br)cc2cn[nH]c12	13	-5%	4%	6%	?	i	-2%	1	10%
CC(C)C[C@@H](CNCC(=O)[C@H](C)NC(=O)c1[nH]cnc1C(=O)N[C@@H](C)CN)NC(=O)c1nc[nH]c1C(=O)N[C@@H](CC(=O)O)C(=O)O	-12	1%	12%	5%	9%	i	3%	32*	9%
